esBAF inh = SWI/SNF esBAF complex inhibition; mouse ES cells, Bmi1-luciferase knock-in reporter, 24 h; 100% = twice the neutral-well signal; AID 602393; reporter increase, % at 12.5 µM; hit rate 2% among 350,000; in the data active = activation above about 40%; inconclusive = no clear call, values can overlap the other calls;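 note: 0% = median of the plate's neutral control wells and 100% = double that signal; a rise in the Bmi1 reporter signal indicates esBAF inhibition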
RAD54 inh = blocks human RAD54 Holliday junction branch migration | hit rate 0.14% among 360,000 | inhibition, % at 10.4 µM | FAM/BHQ fluorescence | Q92698;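 active = mean normalized replicate activity at least 40 and at least half of replicates scoring 40 or more; inconclusive = only one of the two criteria met; inactive = mean below 40 and under half of replicates reaching 40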;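 note: 0% = median of neutral control wells and 100% = median of positive control wells; inhibitors cause a drop in the FAM fluorescence signal; in these data hits start at about 50%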
Target sequence (Q92698 whole entry, looked up): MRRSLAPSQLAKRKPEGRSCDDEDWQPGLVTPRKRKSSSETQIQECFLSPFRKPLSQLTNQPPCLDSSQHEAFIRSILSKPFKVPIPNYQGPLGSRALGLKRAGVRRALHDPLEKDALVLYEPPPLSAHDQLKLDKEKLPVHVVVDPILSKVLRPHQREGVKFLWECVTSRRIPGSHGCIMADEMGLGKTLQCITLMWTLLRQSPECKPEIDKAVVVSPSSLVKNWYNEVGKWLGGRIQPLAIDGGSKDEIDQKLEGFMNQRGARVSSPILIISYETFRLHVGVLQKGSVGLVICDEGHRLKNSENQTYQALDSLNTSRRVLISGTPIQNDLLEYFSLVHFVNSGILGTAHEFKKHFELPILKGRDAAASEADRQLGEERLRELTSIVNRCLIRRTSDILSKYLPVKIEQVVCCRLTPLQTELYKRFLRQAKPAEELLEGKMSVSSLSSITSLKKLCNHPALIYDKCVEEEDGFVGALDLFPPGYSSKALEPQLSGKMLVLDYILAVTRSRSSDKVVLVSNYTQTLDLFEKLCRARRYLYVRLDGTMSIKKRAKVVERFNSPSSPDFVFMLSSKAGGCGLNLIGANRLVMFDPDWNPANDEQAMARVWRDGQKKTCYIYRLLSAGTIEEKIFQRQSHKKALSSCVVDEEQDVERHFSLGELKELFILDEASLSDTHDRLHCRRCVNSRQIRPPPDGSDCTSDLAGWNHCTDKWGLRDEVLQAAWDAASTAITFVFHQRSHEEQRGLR
The depositor's hits bear a star; ? = inconclusive.

SMILES	esBAF inh	RAD54 inh
C=CCN(CC=C)C(=O)CN1C(=O)c2ccccc2C1=O	-10.3	-7.2
CCCNC(=S)N1CCC(NC(=O)C23CC4CC(CC(C4)C2)C3)CC1	2.4	-1.3
Cc1cccc(C)c1NC(=O)CSc1nnc(NC(=O)CN2CCOCC2)s1	-0.9	-3.1
CCOC(=O)c1cnn(-c2ccccc2)c1-n1cccc1C(=O)C(=O)Nc1ccccc1C(F)(F)F	14.4	-2.1
CCCC(C)C(=O)N(Cc1ccccc1)c1ccccn1 (centres undefined)	-1.9	-5.2
O=C(Nc1ccc2c(c1)N(Cc1ccccc1)C(=O)c1ccccc1S2)NC1CC1	1.9	-4.5
COc1ccc(-c2nnc(SCCC(=O)O)n2C)cc1OC	-6.3	-1.8
O=C(CN1CCC(C(=O)c2ccc3c(c2)OCCO3)CC1)NC1CCCC1	-3.3	-3.6
CCOC(=O)C1=C(C)N(C)C(=O)C1CC(=O)O (centres undefined)	-11.3	-2.7
COc1ccc(OC)c(C(=O)COC(=O)c2ccccc2O)c1	41.5*	1.3
O=C(CSc1nc2ccccc2o1)NC(=O)NCc1ccco1	-4.7	6.9
CC1CCN(CCNC(=O)c2ccc(NC(=O)C3CCCO3)cc2)CC1 (centres undefined)	-6.4	-2.3
CNC(=O)OC(C)CNS(=O)(=O)c1ccc(C)cc1 (centres undefined)	1.8	7.7
CC(=O)Nc1ccc2c(c1)C(=O)c1ccccc1C2=O	26.6	0.7
c1ccc(Cn2nnc3c(N4CCC5(CC4)OCCO5)ncnc32)cc1	8.7	-0.8
CC(C)(C)C(=O)COC(=O)c1ccc(O)cc1	7.5	2.2
O=C(NC1CCCCC1)C1CCN(C(=O)NCc2ccccc2)CC1	1.1	3.5
CCCCOC(=O)Nc1ccc(C(N)=O)cc1	?	-2.1
CCn1c(SC(C)C)nnc1-c1cc(-c2ccccc2)sc1N	68.1*	0.5
O=C(CCCc1nc(-c2ccccc2)no1)N1CCOCC1	8.5	8.3
CCCOc1ccc2c(C)c(CC(=O)OC)c(=O)oc2c1	67.8*	-9.3
COc1ccc(C(C(=O)NC2CCCCC2)N(Cc2ccco2)C(=O)CNC(=O)c2ccco2)cc1 (centres undefined)	-3.3	5.7
CC1CCCCN1C(=O)C12CCC(C)(/C(=N/O)C1)C2(C)C (centres undefined)	-6.0	-1.0
Cc1ccccc1N(C(=O)Cc1cccs1)C(C(=O)NCC1CCCO1)c1cccnc1 (centres undefined)	-0.5	0.6
CN1C[N+]([O-])=C(c2ccccc2)C1(C)C	-6.0	-0.8
CCOC(=O)c1cnn(-c2nc(-c3ccccc3)nc3c2COC(C)(C)C3)c1N	-1.7	4.6
CCOC(=O)N1CCC(NC(=O)c2cc(C(=O)Nc3ccc(OCC)cc3)ccc2CO)CC1	1.5	-5.7
COC(=O)CSc1nnc(-c2ccc(S(=O)(=O)NCc3ccccc3Cl)cc2)o1	0.7	6.7
COc1cccc(-c2[nH]nc3c2C(c2ccoc2)C(C#N)=C(N)O3)c1 (centres undefined)	1.4	8.6
CCCOC(=O)Nc1cccc(C(C)=O)c1	6.8	-5.3
CCOCCOCCC(C(=O)O)P(=O)(c1ccccc1)c1ccccc1 (centres undefined)	-3.3	-14.7
C/C(Cn1cnc([N+](=O)[O-])n1)=N\NC(=O)c1ccccc1	44.0*	1.1
O=[N+]([O-])c1cc(Br)c(O)c(/C=N/Nc2nnnn2-c2cccc3ccccc23)c1	2.4	-8.6
CCCN(CCC)C(=O)CC(c1ccccc1)c1ccc(C)cc1O (centres undefined)	3.8	2.1
Cc1[nH]nc2ncc(C(=O)c3cc(F)ccc3O)cc12	-12.5	-5.6
CCOc1ccc(-n2nnnc2SCC(=O)N2CCOCC2)cc1	16.7	0.1
c1ccc(Cn2c(-c3cncs3)nc3ccccc32)cc1	65.8*	0.4
Cc1ccc(CCNC(=O)CCNS(=O)(=O)c2ccc3c(c2)oc(=O)n3C)cc1	-4.0	-1.1
CCOC(=O)COc1ccc(CCNC(C)=O)cc1	1.1	-3.4
Cc1cc(C)n(CC(O)Cn2cnc3c2c(=O)n(C)c(=O)n3C)n1 (centres undefined)	2.6	-4.8
COC(=O)c1sccc1-n1cccc1C(=O)C(=O)N1CC(C)OC(C)C1 (centres undefined)	-1.2	-9.6
CCCOc1ccc(C(=O)CCC(=O)OCC(=O)N2CC(=O)Nc3ccccc32)cc1	-1.1	2.5
CC(NC(=O)c1cccnc1)C(=O)N1CCCCC1 (centres undefined)	-6.7	-5.1
Cc1nnc(SCC(=O)Nc2ccc(S(=O)(=O)N3CCCCC3)cc2)s1	-1.9	2.3
CCOc1ccc(N(CC(=O)NCc2cccc(OC)c2)S(=O)(=O)c2c(C)noc2C)cc1	-2.4	1.9
COc1ccc(OCC(O)Cn2c(=N)n(CCN3CCOCC3)c3ccccc32)cc1 (centres undefined)	-7.1	-7.4
CCCN(CCC)CCNC(=O)C1c2ccccc2C(=O)N(CCOC)C1c1ccc(F)cc1 (centres undefined)	3.9	2.2
COc1ccc(CN2C(=O)c3cccnc3C2O)cc1 (centres undefined)	-7.4	-17.3
C#CCNc1nc(C)nc2c1nnn2Cc1ccccc1F	-1.1	1.8
COC(=O)c1sccc1NC(=O)C1C2C=CC(O2)C1C(=O)O (centres undefined)	1.3	1.9

Following part
SMILES	esBAF inh	RAD54 inh
CC(C)NC(=O)C1CCN(C(=O)C(C(=O)c2ccccc2)n2cc(Cl)ccc2=O)CC1 (centres undefined)	-6.9	4.2
CCNc1nc(NCC)n2c(SCC(=O)Nc3cccc(Cl)c3)nnc2n1	-0.1	-8.9
CCOc1ccc(C(CC(=O)O)NS(=O)(=O)c2ccc(C)cc2)cc1OC (centres undefined)	-5.5	4.6
CCOC(=O)c1sc(NC(=O)c2cc(S(=O)(=O)N3CCOCC3)ccc2C)nc1C	-2.2	-6.6
O=C(NCCN1CCN(c2ccccc2)CC1)c1cccn2c(=O)c3ccccc3nc12	-27.0	3.4
Cc1ccc(-c2cnn(-c3cccc(C(F)(F)F)c3)c2N)cc1	87.0*	-0.1
Cc1ccc(C(C(=O)NCCc2ccccc2)N(C(=O)c2csnn2)C2CC2)o1 (centres undefined)	-0.9	-7.6
CCOC(=O)CCCc1sc(N)nc1-c1[nH]c(=O)[nH]c1C	0.0	-9.1
Oc1ccccc1/C=N/n1cnnc1	-1.2	-1.6
COc1ccc(NC(NC(=O)c2ccc(OC)cc2)C(Cl)(Cl)Cl)cc1 (centres undefined)	-3.2	1.2
COc1ccc(-n2c(SCC#N)nc3ccccc3c2=O)cc1	-7.0	0.6
CC1(C)CC(=O)C(C=NCC2CCNCC2)=C(O)C1	-4.0	-9.1
O=C(COc1ccccc1F)Nc1ccc(S(=O)(=O)NCc2ccco2)cc1	-3.2	-4.3
CCC1Oc2ccc(C)cc2N(CC(=O)N(Cc2ccc(C)o2)C2CC(C)(C)NC(C)(C)C2)C1=O (centres undefined)	-2.4	7.2
O/N=C1/CCCCc2sccc21	-11.4	-1.2
Cc1ccc(S(=O)(=O)/C(C#N)=C/c2c(N3CCN(C)CC3)nc3ccccn3c2=O)cc1	-1.6	-1.7
Cc1cccn2c(=O)c3cc(C#N)c(=N)n(CCN4CCOCC4)c3nc12	-0.9	-10.3
COc1ccc(-n2nnc3c(SCC(=O)NCc4ccco4)ncnc32)cc1	2.5	1.5
Cc1nc2ccccc2c(=O)n1CC(=O)N1CCOCC1	-8.3	-9.6
CCOc1ccc(Nc2nc(Cc3nnc(SCC(=O)N(CC)CC)n3C)cs2)cc1	-0.9	5.9
COc1ccc(N2CCN(c3nc(NCCO)nc(N4CCOCC4)n3)CC2)cc1	-7.5	-3.4
FC(F)(F)c1cnc(Sc2nnc(-c3cccs3)n2CC2CCCO2)c(Cl)c1 (centres undefined)	5.4	0.3
CCOc1ccc(N(CC(=O)NCC2CCCO2)S(=O)(=O)c2ccc(OC)c(OC)c2)cc1 (centres undefined)	2.8	10.8
C=CCc1cc(/C=N\NC(=O)CSc2nnc(CCCc3ccc(OC)c(C)c3)o2)cc(OC)c1O	-1.0	-5.0
CCC(=O)N1CCN(c2cc(C)ccc2C)CC1	-7.4	-12.7
COc1cccc(N(C(=O)Cn2nnc(-c3ccc(C)o3)n2)C(C(=O)NC(C)(C)C)c2cccs2)c1 (centres undefined)	-5.3	-4.1
O=C1CCCN1Cc1ncnn1-c1ccccc1	-2.8	-5.7
O=C(NCCCn1ccnc1)c1sc2cccc(F)c2c1Cl	4.8	11.3
COc1ccc(NC(=O)C2CC(=O)N(c3cc(C)ccc3C)C2)cc1 (centres undefined)	-11.2	-5.7
CCCCCCCCOC(=O)C(NC(=O)CCC(=O)Nc1ccc(S(N)(=O)=O)cc1)C(O)c1ccccc1 (centres undefined)	14.4	4.9
CCOC(=O)Cn1c(CN(Cc2ccccc2)Cc2ccccc2)nc2c1c(=O)n(C)c(=O)n2C	-7.4	-6.7
O=C(c1cccc(S(=O)(=O)N2CCCC2)c1)c1nnc(-c2ccncc2)o1	7.0	5.1
O=C(Nc1cc(C(F)(F)F)ccc1F)C1CCC1	-8.3	-1.3
Cc1cccc2cc(CN(Cc3ccccc3)C(=O)c3cccc(F)c3)c(Cl)nc12	-6.0	3.6
Cc1ccc2nsnc2c1S(=O)(=O)Nc1cccc2nsnc12	2.1	-4.3
CCn1cc(Br)c(C(=O)N2CCN(c3ccccc3)CC2)n1	-8.9	9.4
O=C(COc1ncnc2scc(-c3ccc(Cl)cc3)c12)NCc1ccco1	-10.8	-5.5
CN(c1ccccc1)S(=O)(=O)c1ccc(NC(=S)NC(=O)c2ccccc2)cc1	5.4	4.5
O=c1nccc(NCc2ccco2)[nH]1	-7.4	19.0
NC(=O)c1cc2ccc(O)cc2oc1=Nc1ccccc1	30.8	-9.4
CCCCCCNC(=O)Nc1ccccc1	6.9	2.2
O=C(CSc1nnc(-c2ccco2)n1Cc1ccccc1)NCc1ccccc1	6.0	-3.8
O=C(Nc1ccccc1F)c1ccc(S(=O)(=O)NCC2CCCO2)cc1 (centres undefined)	8.9	5.9
O=C1CC(c2ccccc2)CC(O)=C1C=NCc1ccc(Cl)cc1 (centres undefined)	1.5	-69.4
COc1ccc(-c2nnc(SCC(=O)N(Cc3ccccc3)C(C)(C)C)o2)cc1OC	3.2	2.1
O=c1c(-c2ccnn2-c2ccc(F)cc2)cnc2n1CCS2	-3.2	-8.6
CC(=O)OCc1c(C(F)(F)F)nn(C)c1Oc1cccc(C(F)(F)F)c1	-6.6	-0.4
CCN(CC)S(=O)(=O)c1ccc(NC(=O)CSc2nnc(-c3ccc(F)cc3)o2)cc1	0.5	1.5
O=C(OCc1nc2ccccc2s1)c1ccc([N+](=O)[O-])o1	0.9	-2.8
CC1=CC(C)(C)N2C(=O)C3(N=C(N)NC(Nc4ccccc4)=N3)c3cc(C)cc1c32 (centres undefined)	6.3	6.3

Remaining list, next part
SMILES	esBAF inh	RAD54 inh
CNS(=O)(=O)c1ccc(OC)c(-c2nnc3c4ccccc4c(C)nn23)c1	0.2	-2.5
O=C(Cc1ccccc1)NC(=S)Nc1cc(C(F)(F)F)ccc1Cl	-5.3	-9.8
C=CCn1c(=O)c(C(=O)Nc2ccccc2C(=O)OCC)c(O)c2ccccc21	1.1	-1.7
Cc1ccc(S(=O)(=O)N2CCC(=O)N2)cc1	-4.9	-8.1
Cn1c(=O)c2c(nc(Sc3nc4ccccc4n3CC(=O)N3CCCCC3)n2C)n(C)c1=O	-5.7	-2.4
CCCCc1ccc(NC(=O)OC)cc1	11.6	0.1
CCN(CC)CC(=O)c1c[nH]c2ccccc12	-3.9	10.0
Cc1cccc(OCC(=O)Nc2ccc(N3CCN(S(C)(=O)=O)CC3)cc2)c1	2.6	-0.1
CCCCc1nnc(SCc2ccc(OCC)cc2)n1N	5.8	-3.2

No new results follow: an excerpt of the list.
SMILES	esBAF inh	RAD54 inh
C=CCN(CC=C)C(=O)CN1C(=O)c2ccccc2C1=O	-10.3	-7.2
CCCNC(=S)N1CCC(NC(=O)C23CC4CC(CC(C4)C2)C3)CC1	2.4	-1.3

Six records picked at random from those above, as already listed:
SMILES	esBAF inh	RAD54 inh
CNS(=O)(=O)c1ccc(OC)c(-c2nnc3c4ccccc4c(C)nn23)c1	0.2	-2.5
CCCCc1nnc(SCc2ccc(OCC)cc2)n1N	5.8	-3.2
Cc1ccc(S(=O)(=O)N2CCC(=O)N2)cc1	-4.9	-8.1
C=CCn1c(=O)c(C(=O)Nc2ccccc2C(=O)OCC)c(O)c2ccccc21	1.1	-1.7
CCCCc1ccc(NC(=O)OC)cc1	11.6	0.1
Cc1cccc(OCC(=O)Nc2ccc(N3CCN(S(C)(=O)=O)CC3)cc2)c1	2.6	-0.1

Assay outcomes from PubChem BioAssay.

This is a subset, so the mix of outcomes need not match the whole.
